FBW7 act – FBW7 E3 ligase activators, primary screen, biochemical, AlphaScreen, human; normalized activity (activation), % at 26.1 µM; actives 0.13% (n = 650,000); F-box/WD repeat-containing protein 7 (Homo sapiens), Q969H0; AlphaScreen FBW7–phospho-cyclin E peptide binding, activator screen; AID 1259310, 2017; in the data active = normalized activity above about 1.9%;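 note: purified mutant Fbw7 with reduced substrate affinity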
Target sequence (Q969H0 whole entry, looked up): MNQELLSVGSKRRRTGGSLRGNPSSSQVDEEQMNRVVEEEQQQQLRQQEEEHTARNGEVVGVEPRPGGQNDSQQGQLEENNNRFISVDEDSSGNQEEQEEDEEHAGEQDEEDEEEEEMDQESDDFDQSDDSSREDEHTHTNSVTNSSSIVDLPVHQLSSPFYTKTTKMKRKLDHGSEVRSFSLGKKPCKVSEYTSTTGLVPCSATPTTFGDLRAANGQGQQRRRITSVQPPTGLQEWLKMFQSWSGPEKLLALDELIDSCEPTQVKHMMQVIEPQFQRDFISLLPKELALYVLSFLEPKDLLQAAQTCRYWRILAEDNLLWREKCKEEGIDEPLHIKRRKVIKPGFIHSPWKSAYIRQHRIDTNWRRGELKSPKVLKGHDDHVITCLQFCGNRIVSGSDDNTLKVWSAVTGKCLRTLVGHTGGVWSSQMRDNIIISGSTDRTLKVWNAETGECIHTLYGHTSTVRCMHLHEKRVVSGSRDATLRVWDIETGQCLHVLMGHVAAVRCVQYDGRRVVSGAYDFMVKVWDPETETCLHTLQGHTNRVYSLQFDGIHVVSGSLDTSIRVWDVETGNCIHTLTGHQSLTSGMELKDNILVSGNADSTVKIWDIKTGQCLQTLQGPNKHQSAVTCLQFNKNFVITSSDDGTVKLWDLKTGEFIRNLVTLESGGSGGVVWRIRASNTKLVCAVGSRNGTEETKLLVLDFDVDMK
MITF inh – MITF inhibitors, primary screen, biochemical, AlphaScreen, human | actives 0.91% (n = 650,000) | AlphaScreen MITF homodimerization, bead proximity signal | inhibition, % at 2.6 µM | Microphthalmia-associated transcription factor (Homo sapiens), O75030; in the data active = inhibition above about 50%;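 note: 0% = vehicle wells with protein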
TEAD-YAP block – TEAD-YAP interaction inhibition, primary screen, TEAD-YAP interaction inhibitor project, luminescence, HEK-TIYL cells | actives 1.4% (n = 640,000) | AID 1259422, 2018 | TEAD-Gal4/YAP UAS-luciferase luminescence | inhibition, % at 9.12 µM; in the data active = inhibition above about 32%;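 note: 0% = median of test compound wells and 100% = reference inhibitor wells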
GPR151 ag – activators of human GPR151, primary screen, cell-based, PathHunter beta-arrestin, luminescence. AID 1508602, 2020. PathHunter beta-arrestin GPR151 cells. actives 1% (n = 650,000). activation, % at 11.2 µM; in the data active = activation above about 4.9%;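 note: 0% = median of compound wells and 100% = cells with positive control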
An asterisk follows results filed as active; nt = no result given.

Molecule | FBW7 act | MITF inh | TEAD-YAP block | GPR151 ag
O=C1c2ccccc2C(=O)c2c1oc1c3c(ccc21)OCN(C1CCS(=O)(=O)C1)C3 (stereo not given) | 0.0 | -13 | 4 | -4.8
CCOC(=O)CNc1ccc(Cc2cccc(NCC(=O)OCC)c2)cc1 | 0.4 | 9 | -9 | -0.4
CCN(CC)C(=O)c1sc(NC(=O)c2c(F)cccc2F)c(C(=O)OC(C)C)c1C | -0.2 | 3 | 11 | 1.5
COc1ccc(C(=O)Nc2ccccc2-c2nnn(CC(=O)Nc3ccc(C)cc3)n2)cc1 | -0.1 | 5 | 0 | -0.7
COc1c(C)cccc1C(=O)Nc1ccccc1N1CCOCC1 | 0.1 | 8 | 16 | -1.1
CCc1ccc(C2=CC(c3cccc(OC)c3OC)n3c(nc4ccccc43)N2)cc1 (stereo not given) | 0.0 | 1 | -20 | -4.8
CC1(C)CCN2CCC(C)(C)c3c(O)ccc1c32 | 0.2 | 23 | 38* | 0.0
CCN(CC)C(=O)C1CCN(Cc2ccc(Cl)cc2)CC1 | -0.1 | 28 | 13 | -0.7
COC(=O)c1ccc(-c2ccc(/C=C3/C(=O)N(c4ccccc4)N=C3C)o2)cc1 | -0.3 | 6 | 4 | -0.8
CCC(C)(C)NC(=O)c1ccccc1Oc1nc(OC)cc(OC)n1 | 0.3 | 25 | 0 | 0.3
Cc1cc(C)cc(NC(=O)CC2CC3CCC2C3)c1 (stereo not given) | -0.2 | 0 | 0 | 8.7*
CCc1ccc(NC(=O)c2c(C)oc3ccc(OC)cc23)cc1 | 0.7 | 7 | -2 | -1.9
NS(=O)(=O)c1ccc(CCNC(=O)c2ccc3c(=O)n(CCC4=CCCCC4)c(=S)[nH]c3c2)cc1 | -0.1 | -9 | -2 | -0.9
O=C(c1ccncc1)N1CCCC(c2[nH]ncc2-c2ccncc2)C1 (stereo not given) | -0.1 | 2 | 2 | 0.3
O=C(NCc1nnc(SCC(=O)N2N=C(c3cccs3)CC2c2ccc(F)cc2)n1-c1ccc(F)cc1)c1cccc(F)c1 (stereo not given) | 0.2 | 3 | 4 | -0.9

Other records:
Molecule | FBW7 act | MITF inh | TEAD-YAP block | GPR151 ag
Cc1ccc(-n2nc(C)c3c(C(=O)O)cc(-c4cccnc4)nc32)cc1 | 0.1 | -3 | -1 | 0.8
COc1ccc(OC(=O)CN2C(=O)C3C4c5ccccc5C(c5ccccc54)C3C2=O)cc1 (stereo not given) | -0.2 | -3 | -5 | -0.8
CN(CCn1ccnc1)c1nc2nonc2nc1NCc1ccccc1 | 0.1 | 6 | 0 | 2.4
COC(=O)c1ccccc1NC(=O)c1ccc(N2CC3CC(C2)c2cccc(=O)n2C3)c(N)c1 (stereo not given) | 0.1 | 21 | -6 | 0.9
CCCCn1c(SCC(=O)Nc2ccccc2)nc2c(oc3ccccc32)c1=O | 0.0 | -1 | 1 | -0.2
Cc1ccc(-c2cc(-c3ccccc3)n[nH]2)c(O)c1 | -0.1 | -4 | -19 | -1.0
O=[N+]([O-])c1cc2c(c(CO/N=C/c3ccccc3Cl)c1)OCOC2 | -0.1 | -2 | -19 | -0.1
C=CCNC(=O)c1cccc(-n2c(=S)[nH]c3cc(Cl)ccc3c2=O)c1 | 0.0 | -7 | -10 | 1.6
CCc1ccccc1N(C)C(=O)c1cn(-c2ccc(Cl)cc2)c(=O)c2ccccc12 | 0.1 | -5 | -4 | 3.8
CNCCCCCCCCSc1nc(C(C)C)ccc1C(=O)c1cccs1 | -0.3 | 41 | nt | 0.1
COc1ccc(-c2csc(NC(=O)CCOc3ccccc3)n2)cc1C | 0.1 | 2 | -4 | 1.9
Cc1ccc(NC(=O)CN(C)S(=O)(=O)c2ccc(F)cc2)cc1Cl | 0.0 | 1 | -4 | 2.1
CCOc1ccc(C(=O)OCC(=O)NCC(F)(F)F)cc1 | 0.1 | 4 | -4 | -0.1
O=C(CCCn1c(SCC(=O)NCC2CCCO2)nc2ccccc2c1=O)NCc1ccco1 (stereo not given) | -0.1 | 3 | -10 | 0.7
COc1ccc(N2C(=O)CC(NCCc3ccc(F)cc3)C2=O)cc1 (stereo not given) | -0.1 | 0 | 9 | 1.5

Next compounds.
Molecule | FBW7 act | MITF inh | TEAD-YAP block | GPR151 ag
Cc1ccc(SCc2cc(=O)[nH]c(SCC(=O)Nc3ccc(Cl)cc3C)n2)cc1 | 0.1 | 12 | 14 | 0.5
Cc1ccc(CNC(=O)CCC2CCCN(C3CCCC3)C2)o1 (stereo not given) | 0.0 | 6 | 4 | -0.3
COc1ccc(/C=C2\SC(=O)N(C)C2=O)c2ccccc12 | 0.5 | -2 | -14 | -1.4
FC(F)(F)c1ccc2nc(-c3ccccc3)c(-c3ccccc3)nc2c1 | 0.1 | -2 | -1 | -0.4
COc1cc2[nH]c(=S)nc(NCCC(C)C)c2cc1OC | 0.2 | 3 | 11 | -0.2
COc1ccccc1CN1CCNC(=O)C1CC(=O)NCCCN1CCOCC1 (stereo not given) | 0.0 | -4 | 6 | 0.4
Cc1noc(C)c1CC1(C)C(=O)Nc2c(C(F)(F)F)cccc21 (stereo not given) | 0.3 | -3 | -6 | 2.0
COC(=O)CSc1nnc(-c2cc(OC)c(OC)c(OC)c2)n1-c1ccccc1F | -0.1 | 7 | 15 | -0.4
O=C(NCCO)C(=O)Nc1cccc(Cl)c1Cl | 0.6 | 16 | -5 | 3.3
CC1CCC(n2c(=S)[nH]c3cc4c(cc3c2=O)OCO4)CC1 (stereo not given) | 0.0 | -1 | -7 | 0.9
Cc1ccccc1Nc1nc(N)nc(COC(=O)c2ccc(C#N)cc2)n1 | 0.0 | -3 | -2 | 0.2
OC(CNCC(c1ccco1)N1CCCCC1)c1ccccc1 (stereo not given) | 0.1 | 35 | -5 | 0.0
OC(CNCc1ccc2c(c1)OCO2)COC1CCCc2ccccc21 (stereo not given) | -0.1 | 40 | 13 | 1.3
O=C(c1ccco1)N1CCN(c2ccccc2F)CC1 | 0.2 | 11 | -29 | -2.6
CC(CCc1ccccc1)NC(=O)NC1CC(=O)N(c2cccc(F)c2)C1 (stereo not given) | 0.1 | -6 | 8 | 1.7

(listing goes on)
Molecule | FBW7 act | MITF inh | TEAD-YAP block | GPR151 ag
CC(C)[C@@H](Cn1nc(-c2cccs2)ccc1=O)NC(=O)c1ccco1 | -0.1 | -11 | 7 | -0.6
Cc1ccc(N2C(=O)N(CC(=O)NC(N)=O)C(=O)C2C)cc1 (stereo not given) | 0.5 | 10 | -1 | -0.3
CC1CCN(c2nc(-c3ccc(C(C)C)cc3)c3c(N)[nH]nc3n2)CC1 | 0.0 | 2 | -6 | -1.0
O=C(Cc1ccc(Cl)cc1)Nc1ccc2oc(-c3cccnc3)nc2c1 | -0.1 | 17 | -7 | 0.6
COC(=O)c1c(C)oc2cc(Br)c(OC(=O)c3ccccc3)cc12 | 0.1 | 7 | 5 | 0.0
COc1ccc(Cl)cc1C(=O)NCc1cccs1 | -0.1 | 0 | -3 | 0.9
O=C(CN1C(=O)c2ccccc2C1=O)NCc1ccsc1 | -0.2 | 8 | 1 | -2.0
Cc1cc(NC(=O)c2ccccc2)ncc1NC(=O)Cc1ccccc1 | -0.2 | 8 | -47 | -0.2
O=[N+]([O-])c1ccc(OCP(=O)(CCl)CCl)cc1 | -0.3 | -4 | -10 | -1.0
CC(=O)c1ccc(NS(=O)(=O)c2cccc(C(=O)Nc3ccccc3)c2)cc1 | 0.1 | 17 | 7 | 2.7
CC(C)C(NS(C)(=O)=O)c1nnc2n1CCN(Cc1cccc3ncccc13)CC2 (stereo not given) | -0.2 | 7 | -6 | 1.2
Cn1c(NNC(=O)c2c(F)cccc2F)cc(=O)n(C)c1=O | 0.1 | 7 | 7 | -1.4
CN(C)CC(=O)NC(c1ccc(Cl)cc1)c1nc2ccc(-c3cn[nH]c3)cc2c(=O)[nH]1 (stereo not given) | 0.8 | -10 | 10 | -1.1
CC(=O)Nc1ccc(OCC(O)CNC(C)(C)CC(C)(C)C)cc1 (stereo not given) | 0.1 | 7 | 15 | 0.8
CC(C)c1ccc(C2OC3(C(=O)c4ccccc4C3=O)C3C(=O)N(c4cccc(C(F)(F)F)c4)C(=O)C23)cc1 (stereo not given) | -0.1 | -11 | 3 | 2.0

Gathered by group: those above containing a thiophene ring, fused or not (six)
Molecule | FBW7 act | MITF inh | TEAD-YAP block | GPR151 ag
CCN(CC)C(=O)c1sc(NC(=O)c2c(F)cccc2F)c(C(=O)OC(C)C)c1C | -0.2 | 3 | 11 | 1.5
O=C(NCc1nnc(SCC(=O)N2N=C(c3cccs3)CC2c2ccc(F)cc2)n1-c1ccc(F)cc1)c1cccc(F)c1 (stereo not given) | 0.2 | 3 | 4 | -0.9
CNCCCCCCCCSc1nc(C(C)C)ccc1C(=O)c1cccs1 | -0.3 | 41 | nt | 0.1
CC(C)[C@@H](Cn1nc(-c2cccs2)ccc1=O)NC(=O)c1ccco1 | -0.1 | -11 | 7 | -0.6
COc1ccc(Cl)cc1C(=O)NCc1cccs1 | -0.1 | 0 | -3 | 0.9
O=C(CN1C(=O)c2ccccc2C1=O)NCc1ccsc1 | -0.2 | 8 | 1 | -2.0

Following part
Molecule | FBW7 act | MITF inh | TEAD-YAP block | GPR151 ag
COC(=O)c1cccc(C(=O)Nc2cccc3ccccc23)n1 | -0.2 | -5 | -3 | 0.7
CCc1ccc(NC(=S)N(CCN2CCCCCC2)Cc2cccs2)cc1 | 0.5 | 2 | -7 | -1.1
O=C1CN(C(=O)C2CCN(S(=O)(=O)c3cccc(Cl)c3Cl)CC2)CCN1 | 0.1 | 4 | 1 | -1.7
Cn1c(Nc2nc(NCc3cccnc3)c3ncn(Cc4ccc(C(F)(F)F)cc4)c3n2)nc2ccccc21 | 0.2 | 8 | 8 | -0.8
CCCCOC(=O)n1c(SCC(=O)OCC)nc2ccccc21 | 0.4 | -4 | -17 | 0.0
CCOc1cccc2c1OC(c1ccc(F)c(F)c1)N1N=C(c3ccc(OC)cc3)CC21 (stereo not given) | 0.1 | 14 | -27 | -0.9
COc1ccc(OC)c(NC(=O)COC(=O)CC2CCCCC2)c1 | 0.4 | -4 | -14 | 0.7
Fc1ccccc1C1Nc2ccc(Br)cc2C2C=CCC21 (stereo not given) | 0.5 | 15 | 3 | -1.9
CC1(C)CC(=O)C(C=NC23CC4CC(CC(C4)C2)C3)=C(O)C1 | 0.0 | -11 | 2 | -0.4
CSc1nc2c(sc(=S)n2-c2ccc(Cl)c(C)c2)c(=O)n1-c1ccc(C)cc1 | 0.0 | 4 | 3 | -0.7
O=C(CSc1nnc2ncccn12)Nc1ccc(N2CCCCC2)cc1 | 0.3 | 9 | 8 | -0.1
NC(=O)C1CCN(c2nc(-c3ccccc3F)nc3ccccc23)CC1 | -0.1 | 1 | 12 | 1.5
Cc1ccc(Oc2ccc(C(F)(F)F)cc2NC(=O)C2CCN(c3ccc(C(F)(F)F)cc3[N+](=O)[O-])CC2)cc1 | 0.1 | 18 | -1 | 1.5
CCOc1cccc(-c2cc(C(=O)Nc3sc4c(c3C(N)=O)CCCCCC4)c3ccccc3n2)c1 | -0.1 | -2 | 3 | 0.7
Oc1ccccc1/C=N/Nc1nn2cnnc2c2ccccc12 | -0.1 | 13 | 15 | 0.3

(cont.)
Molecule | FBW7 act | MITF inh | TEAD-YAP block | GPR151 ag
CCCCc1c(C(=O)OCC)c2c(O)c(Cl)c(Cl)c(Cl)c2n1C | -0.3 | -67 | -4 | 0.1
Cc1noc(C)c1C(=O)OCC(=O)c1c(N)n(CC(C)C)c(=O)n(C)c1=O | 0.1 | 8 | 3 | 0.0
Cc1cc(C)nc(Nc2ncc(O)n2-c2ccccc2C)n1 | -0.1 | -11 | -1 | 1.1
O=C(N/N=C/c1c[nH]c2ccccc12)C1(O)c2ccccc2-c2ccccc21 | 0.0 | 19 | 6 | -1.4
COc1cc(/C=C2/C(=N)N3N=C(CC(C)C)SC3=NC2=O)cc(Cl)c1OCc1ccccc1 | 0.2 | 18 | -2 | 0.0
O=C(Nc1ccc(S(=O)(=O)NCc2ccco2)cc1)c1snc2ccc(Cl)cc12 | -0.1 | 16 | -1 | 1.0
Cc1ccc(Nc2nc(N/N=C/c3ccccc3O)nc(N3CCOCC3)n2)cc1Cl | 0.0 | 9 | -11 | -0.5
CN(C)c1ccc(CCCNC(=O)C2(c3ccccc3)CCOCC2)cc1 | 0.0 | 16 | 2 | -0.6
O=C(c1ccc(N2CCC(NC[C@H]3CCc4ccccc4O3)CC2)cc1)N1CCOCC1 | -0.1 | 4 | -4 | 0.2
COc1ccc(-n2c(C)cc(C=O)c2C)cc1Cl | 0.6 | 11 | -12 | -1.9
COC(=O)c1c(NC(=O)c2ccc(F)cc2)sc2c1CCN(C(C)C)C2 | 0.3 | 3 | -7 | -1.5
CCCNc1nc(NCc2cccnc2)nc2c1ncn2C(C)C | 0.1 | 13 | 0 | -0.1
CC(C)(C)NC(=O)C(c1ccccc1)N(C(=O)CNC(=O)c1cccs1)C1CCCC1 (stereo not given) | 0.0 | 16 | 14 | 1.4
c1ccn(-c2ncnc3sc4c(c23)CCCC4)c1 | 0.2 | 1 | -12 | 0.2

High-throughput results: PubChem BioAssay, The Scripps Research Institute Molecular Screening Center
